Compound activity from PubChem BioAssay.
TCR act: T cell receptor activation; primary human leukocytes, anti-CD3, IL-2 HTRF, 48 h; Potency, µM (doses to about 9.22 µM), inactives show top-dose activation of IL-2 secretion, actives largely listed as activators; 330,000 tested, under 10 active; also: % of control where 0% means no effect
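Primary human leukocytes incubated 48 hr with anti-CD3 beads plus compound, without co-stimulation. Secreted IL-2 measured by HTRF (europium cryptate/d2 anti-IL-2 pair, 320 nm excitation, 665 nm emission).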
Mito fusion act: inhibitors of mitochondrial division or activators of mitochondrial fusion; 320,000 tested, 0.23% active; Potency, µM (highest dose often 46.1 µM), for the others: top-dose growth rescue (activation), usual class: activators; S. cerevisiae fusion-defective mutant growth rescue, CellTiterGlo 48 h; AID 485298;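 also: potency is read from the fitted curve at half-maximal effect; % of control where 0% means no effect; nearly all actives have a fitted effect of over 45% in size; temperature-sensitive fusion mutants such as fzo1-1 at 37 °C on non-fermentable ethanol glycerol medium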
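Luminescent cell viability in 1536-well qHTS format served as the measure of rescued growth in ts fusion-mutant S. cerevisiae cultured on non-fermentable YPEG for 48 hours at 37C.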
Integrin act MD: integrin-mediated muscular dystrophy alleviation activation; alpha7betagal myoblasts, beta-gal FDG fluorescence, 48 h; Potency, µM (highest dose often 38.3 µM), for inactives: top-dose activation, most hits filed as activators; 350,000 tested, 0.064% active;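 also: potency is read from the fitted curve at half-maximal effect; 100% = response of the positive control SU9516; nearly all actives have a fitted effect of over 60% in size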
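alpha7betagal+/- myoblasts (passage 13, 250/well) treated 48 h at 37C with compounds at 1:260 dilution of DMSO stock. Lysed, then beta-galactosidase activity read as FDG fluorescence (ex 480/em 540) after 30 min, with pre-read for autofluorescence.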
A-T KAP1 phos: potential ataxia-telangiectasia treatments restoring KAP-1 phosphorylation; […] A-T fibroblasts, KAP-1 phosphorylation AlphaLISA; neocarzinostatin DNA damage 30 min before lysis; Potency, µM (doses to about 57.5 µM), for inactives: at the top dose activation, usual class: activators; 320,000 tested, 0.19% active; also: potency is read from the fitted curve at half-maximal effect; % of control where 0% means no effect; nearly all actives have a fitted effect of over 45% in size
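hTERT-immortalized A-T patient fibroblasts ([…]), 500 cells/well in OPTI-MEM, 1% FBS, got compounds for 60 min, then NCS for 30 min at 37C. Lysates were then assayed for phospho-KAP-1 by AlphaLISA (anti-pKAP1 donor, anti-KAP1 acceptor beads), 6 hr at 25C.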
Eya2 inh: Eya2 (human) phosphatase inhibition | O00167 | recombinant Eya2, OMFP fluorescence dephosphorylation (OMFP is methylfluorescein phosphate) | Potency, µM (doses to about 76.9 µM), for inactives: top-dose activity, negative = inhibition, most hits filed as inhibitors | 330,000 tested, 0.006% active; also: potency is read from the fitted curve at half-maximal effect; % is scaled to controls: 0 for no effect and ±100 for the full control effect
Target sequence (O00167 whole entry, looked up): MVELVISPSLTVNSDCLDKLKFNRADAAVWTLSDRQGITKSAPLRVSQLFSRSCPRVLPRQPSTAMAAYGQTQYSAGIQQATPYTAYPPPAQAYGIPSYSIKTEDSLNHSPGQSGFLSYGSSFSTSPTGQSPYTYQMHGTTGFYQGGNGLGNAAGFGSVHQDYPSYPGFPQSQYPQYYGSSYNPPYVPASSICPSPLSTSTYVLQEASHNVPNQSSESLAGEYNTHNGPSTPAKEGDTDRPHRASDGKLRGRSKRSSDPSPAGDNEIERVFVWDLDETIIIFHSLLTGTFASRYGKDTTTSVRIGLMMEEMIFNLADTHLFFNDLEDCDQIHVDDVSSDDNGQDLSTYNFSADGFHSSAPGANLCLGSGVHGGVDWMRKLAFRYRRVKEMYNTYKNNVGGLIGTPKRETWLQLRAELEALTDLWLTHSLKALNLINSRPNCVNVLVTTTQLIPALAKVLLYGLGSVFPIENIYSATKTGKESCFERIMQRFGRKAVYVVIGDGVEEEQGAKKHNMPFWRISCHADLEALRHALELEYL
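Eya2 (0.2 uM) preincubated 10 min at ambient with compound, then OMFP substrate added at 50 uM; 10 min reaction in 50 mM HEPES pH 7.5, 50 mM NaCl, 5 uM MgCl2, 0.05% BSA, 1 mM DTT. Fluorescence read at Ex 485/Em 525 nm.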
ASM inhibitor: human S-ASM enzyme inhibition. Potency, µM (doses to about 57.5 µM), inactives show top-dose activity change, negative = inhibition, most hits filed as inhibitors. placental ASM, HMU-PC fluorogenic substrate, 60 min. AID 504937. P17405. 340,000 tested, 0.006% active; also: potency is read from the fitted curve at half-maximal effect
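qHTS format. ASM enzyme prepared from human placenta hydrolyses the fluorogenic substrate HMU-PC0 (9 uM final) over 60 min at 37 °C after a 10 min compound preincubation.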
BCR signal inh: chronic active BCR signaling inhibition | ABC-DLBCL IkBa-CBG/CBR reporter, luminescence ratio, 4 h | Potency, µM (doses to about 46.1 µM), for inactives: at the top dose ratio change, negative = lower green/red ratio, hits mostly inhibitors | 340,000 tested, 0.05% active | AID 493014; active = well fitted inhibition curve with a large enough effect in the signal ratio, with a control signal flat, not every such curve was filed as active; inconclusive = small, poorly fitted or top-dose-only effect, or effect the other way, or a change in a side signal; the % refers to the signal ratio;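 also: potency is read from the fitted curve at half-maximal effect; plate controls were basal doxycycline-induced cells for no effect and cells given 10 µM MG132 for full effect; MG132 reads +100%, hits lower the ratio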
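Compounds up to 46 uM were incubated four hours with TMD8 cells whose green CBG68 luciferase is fused to IkappaBalpha; red CBR luminescence normalised the signal, and concentration-effect curves were fitted to fusion, red and ratio data.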
ELG1 repair inh: blocks ELG1-dependent DNA repair in HEK293T cells; HEK293T ELG1-luciferase reporter, luminescence, 16 h; DNA damage induced by 5-fluorouridine; Potency, µM (highest dose often 46.1 µM), without a hit: at the top dose activity change, negative = inhibition, usual class: inhibitors; 330,000 tested, 2.3% active; AID 504467; also: potency is read from the fitted curve at half-maximal effect; % is scaled to controls: 0 for no effect and ±100 for the full control effect; nearly all actives have a fitted effect of over 55% in size
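Step one: seed 2,000 cells per well. Step two: pin-transfer compound or DMSO alongside 5-fluorouridine. Step three: incubate 16 hr, 37 °C, 5% CO2. Step four: add ONE-Glo, wait 30 min, read luminescence.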
TSHR antag: human thyrotropin receptor antagonism; P16473; TSHR-expressing cells, TSH-stimulated cAMP HTRF, 2 h; stronger effect = lower value; activity change, negative = inhibition, % at 11.5 µM; 330,000 tested, 0.2% active; AID 504810;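 active = activity change below a set negative limit, meaning inhibition stronger than a set level, cut at about -70% in these data; inconclusive = activity change between two set negative limits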; also: % is scaled to controls: 0 for no effect and ±100 for the full control effect
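Antagonism was scored as loss of TSH-driven cAMP in TSHR cells, stimulated with 4nM TSH (EC80) for 2 hours at 37 deg C and detected by homogeneous HTRF competition immunoassay.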
Tb PFK block: T. brucei PFK enzyme inhibition; 330,000 tested, 0.17% active; Potency, µM (doses to about 57.5 µM), inactives show at the top dose activity, negative = inhibition, usual class: inhibitors; T. brucei PFK, ADP-Glo luminescence; O15648; AID 485367;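 also: potency is read from the fitted curve at half-maximal effect; 0% = uninhibited 1x PFK enzyme wells and -100% = no-enzyme wells; nearly all actives have a fitted effect of over 60% in size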
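PFK 1.25 nM, F6P 0.5 mM, ATP 0.1 mM, 0.1 M TEA pH 8.0, 5 mM MgCl2, 0.01% Tween20, 0.1% BSA; 45 min RT. ADP-Glo readout. qHTS titration up to 57 uM; curves fitted, compounds curve-classed.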
PTAP TSG101 blk: blocks PTAP/TSG101 interaction to inhibit HIV-1 budding | Q99816 | Fluorescence polarization, FITC-PTAP peptide / Tsg101 binding | Potency, µM (titrated, usually from 115 µM), for inactives: at the highest dose activity change, negative = inhibition, hits mostly inhibitors | 340,000 tested, under 10 active | AID 493005; active = well fitted inhibition curve with a large enough effect in the main read-out, with a control signal flat, not every such curve was filed as active; inconclusive = small, poorly fitted or top-dose-only effect, or effect the other way, or a change in a side signal; inactive = no such curve, though single readings can be large or run the other way; also: potency is read from the fitted curve at half-maximal effect; % of control where 0% means no effect
Target sequence (Q99816 whole entry, looked up): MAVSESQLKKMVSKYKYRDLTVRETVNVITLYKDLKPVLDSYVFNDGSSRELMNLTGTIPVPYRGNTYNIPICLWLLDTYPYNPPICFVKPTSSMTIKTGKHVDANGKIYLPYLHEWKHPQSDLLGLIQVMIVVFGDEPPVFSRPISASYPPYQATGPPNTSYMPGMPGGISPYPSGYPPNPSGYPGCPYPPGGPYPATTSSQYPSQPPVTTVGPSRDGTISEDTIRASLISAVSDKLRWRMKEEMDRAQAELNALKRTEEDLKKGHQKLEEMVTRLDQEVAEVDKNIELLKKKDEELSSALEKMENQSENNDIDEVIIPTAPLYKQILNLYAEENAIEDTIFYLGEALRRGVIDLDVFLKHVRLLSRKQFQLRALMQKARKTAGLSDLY
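Steps: Tsg101 binding domain dispensed (10 uM final), compounds pinned in DMSO, FITC-labeled PTAP-motif peptide added (50 nM final); after 20 min binding at room temperature, polarization measured.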
Numbers without * were called inactive; ? = inconclusive; . = no result given; [ ] = dose if it differs, or a comment. Unless noted, calls follow the shape of the dose curve; as a rule, active = well fitted curve in the direction sought with a large enough effect; inconclusive = small, poorly fitted or top-dose-only effect, or another doubt; inactive = no such curve, though single readings can be large; an effect the other way counts as inactive or inconclusive.

SMILES	TCR act	Mito fusion act	Integrin act MD	A-T KAP1 phos	Eya2 inh	ASM inhibitor	BCR signal inh	ELG1 repair inh	TSHR antag	Tb PFK block	PTAP TSG101 blk
COc1ccc(-n2c(C)ccc2C)c([N+](=O)[O-])c1	-0.5%	0.4%	4.1%	3.3%	8.4%	2.8%	-16.8%	9.0%	4.8	0.7%	-0.9%
O=C(Nc1ccc(Cl)cc1)Nc1ccc(Oc2cccnc2)nc1	1.7%	0.8%	-4.2%	2.9%	-19.6%	-2.0%	?	?	-37.3	-29.2%	-2.3%
CCOC(=O)Nc1ccc2c(c1)N(C(=O)CCN1CCN(C)CC1)c1ccccc1S2	3.7%	-4.4%	8.4%	-2.3%	-6.6%	2.5%	1.8%	?	18.1	?	-7.1%
CCc1ccccc1NC(=S)N(CCN1CCCCCC1)Cc1ccco1	2.5%	-0.9%	-7.7%	-3.9%	-5.0%	1.5%	-7.0%	1.2%	0.3	-0.5%	-0.1%
CC(C)Nc1nnc(SCC(=O)Nc2sccc2C#N)s1	.	0.1%	-20.8%	3.1%	-1.1%	3.7%	-0.4%	24.7%	-9.9	-19.7%	-3.6%
CCOC(=O)CSc1nc2c(sc(=S)n2-c2ccccc2OC)c(=O)n1-c1ccccc1OC	-3.6%	-12.7%	-10.3%	-3.4%	11.6%	5.5%	?	-4.8%	13.2	0.0%	-5.1%
CCCCCCNC(=O)c1ncn[nH]1	-4.7%	-1.6%	-3.4%	-4.1%	-1.7%	-2.9%	0.4%	4.0%	20.9	1.0%	-1.1%
N#CCCOC1(C#CCN2CCCC2)CCCCC1	-2.9%	1.1%	17.2%	0.6%	3.6%	7.8%	-0.4%	-3.9%	-2.7	1.7%	-0.3%
O=C(OCC(=O)N(C1CCCCC1)C1CCCCC1)c1ccc(O)cc1	1.8%	5.7%	8.1%	-2.9%	-7.7%	-3.9%	-0.2%	11.0%	7.6	-3.7%	0.2%
CN(C)c1ccc(C2Nc3ccccc3C(=O)N2CCN2CCNC2=O)cc1 (centres undefined)	7.7%	-10.5%	10.6%	8.1%	12.3%	6.3%	-0.1%	16.7%	-1.7	-2.9%	0.6%
O=C(Nc1cc(C(F)(F)F)ccc1-n1cncn1)c1cn2ccccc2n1	-5.7%	.	0.0%	-2.7%	-35.1%	-2.2%	-1.4%	-20.5%	-5.1	15.9%	-4.6%
COc1ccccc1CNC(=O)COC(=O)c1ccc(NC(N)=O)cc1	-0.3%	1.6%	-0.5%	13.6%	-1.2%	3.1%	-2.8%	-5.4%	-10.5	4.5%	-3.1%
O=C(COC(=O)c1cncc(Br)c1)Nc1ccc(F)c(F)c1F	-26.9%	3.7%	18.2%	9.0%	-3.4%	1.9%	0.3%	?	-5.9	-6.1%	-1.4%
C[C@H]1COC(=O)[C@@H](Cc2ccc(F)cc2)C/C=C\C[C@H](CC(=O)N(CCO)Cc2ccccc2)C(=O)N1	0.3%	.	6.4%	-4.8%	-21.2%	2.4%	-3.0%	14.4%	-10.8	8.6%	0.0%
COc1ccccc1Nc1nc2ccccc2n1C	-4.8%[46.1 µM]	-1.5%	-22.6%	14.1%	-3.6%	-2.2%	3.4%	?	6.8	-3.7%	-0.7%
C=CCN1CCN(C(=O)CCCc2ccccc2)CC1	0.4%	3.4%	7.3%	-0.5%	11.5%	0.6%	5.8%	?	0.6	-0.1%	-1.3%
CCn1cc(C(=O)Nc2sc(C)c(C)c2C(=O)OC)cn1	-0.8%[46.1 µM]	-2.5%	0.0%	7.0%	-3.8%	1.7%	-6.4%	?	0.9	-3.6%	-1.3%
CCc1ccccc1NS(=O)(=O)c1ccc2[nH]cc(C(=O)NCC3CCCO3)c(=O)c2c1 (centres undefined)	-33.1%	1.1%	17.6%	.	7.7%	-9.0%	0.2%	.	-9.4	-4.3%	2.0%
CC(Sc1nncn1C)C(=O)Nc1nnc(C(C)C)s1 (centres undefined)	-5.0%	-4.1%	-3.0%	1.7%	-25.8%	3.7%	1.5%	11.6%	11.4	-0.2%	-3.4%
S=c1nc[nH]c2c1cnn2Cc1ccccc1	0.9%	-8.3%	5.3%	-6.7%	-1.9%	-1.0%	2.0%	-19.2%	-4.6	1.6%	-0.6%
O=C1C(=O)N(CCCn2ccnc2)C(c2ccc(Cl)cc2)/C1=C(\O)c1ccc2c(c1)OCCO2 (centres undefined)	2.9%	-9.9%	-9.1%	3.8%	2.1%	5.9%	1.7%	?	-5.0	-0.6%	1.8%
Cc1c(NC(=O)COC(=O)c2cc3c4ccccc4n(C)c3s2)c(=O)n(-c2ccccc2)n1C	-2.1%	-0.2%	-5.1%	0.0%	14.4%	6.3%	0.9%	?	25.7	3.0%	-3.2%
Cc1ccccc1NC(=O)NCCCN1CCCC1=O	1.8%	-2.5%	-13.9%	1.8%	12.2%	-2.1%	-1.1%	2.9%	2.9	-2.0%	-4.9%
CCCN1CCN(C(=O)Cn2cccc2C(=O)c2ccccc2)CC1	-3.1%[46.1 µM]	-0.8%	-18.2%	-2.9%	4.4%	1.4%	14.0%	3.3%	-1.7	1.8%	1.1%
O=C(NCc1cccs1)C1CCCN(c2nc3ccccc3o2)C1 (centres undefined)	4.7%	-3.3%	-8.8%	0.9%	-17.4%	0.0%	-2.7%	2.6%	22.2	-3.0%	-0.5%
Cc1n[nH]c(C)c1CCN(C)Cc1cn(C)nc1-c1ccc2c(c1)OCCO2	1.0%	5.7%	3.0%	1.2%	-2.8%	-3.5%	?	?	-7.7	-2.2%	0.7%
COC(=O)[C@H](Cc1ccccc1)NC(=O)O[C@H]1C(=O)c2ccc(OC)cc2O[C@@H]1c1ccc2c(c1)OCO2	-2.6%	-13.0%	-12.2%	-8.0%	0.7%	7.0%	1.2%	-1.0%	-7.8	-3.2%	-2.6%
O=C(COc1ccc(Cl)cc1Cl)N/N=C1\CCCc2ccccc21	-7.9%	3.5%	-35.3%	-0.4%	-2.6%	-1.4%	7.2%	1.6%	2.7	8.5%	-4.2%
CC(NC(=O)CCC(=O)NCc1ccc(F)cc1)c1ccccc1 (centres undefined)	-6.3%	0.9%	-0.5%	8.2%	-27.1%	2.2%	0.9%	-11.6%	1.8	-13.6%	-3.4%
CN(C(=O)COC(=O)c1ccc(S(=O)(=O)N2CCOCC2)cc1)C1CCCCC1	4.2%	5.0%	1.9%	-5.3%	10.0%	1.9%	1.3%	5.3%	-3.0	-5.4%	-5.3%
COc1ccc(CN2C(=O)NC3(CCOc4ccccc43)C2=O)cc1F (centres undefined)	0.9%[46.1 µM]	-0.7%	12.1%	-3.8%	8.0%	-1.3%	-7.2%	-12.8%	4.4	-3.9%	0.6%
N#Cc1ccccc1COC(=O)c1ccc2c(c1)OCCO2	-1.2%	24.2%	25.3%	12.4%	4.8%	-0.1%	10.0%	?	-16.9	-2.5%	-5.6%
C=CCNC(=O)CC12CC3CC(C1)CC(CC(=O)NCC=C)(C3)C2	0.9%	-7.8%	-25.8%	0.0%	14.4%	3.9%	3.6%	15.4%	6.6	0.1%	-0.2%
CC1=NNC(=O)C1CCC(=O)N/N=C\c1ccc(Cl)c(Cl)c1 (centres undefined)	2.7%	-7.7%	4.5%	-3.6%	-1.4%	-2.7%	?	11.0%	5.7	-1.4%	1.3%
CC(C)CN(C(=O)CN(C)CC(=O)Nc1ccc(Cl)c(C(F)(F)F)c1)c1c(N)n(CC(C)C)c(=O)[nH]c1=O	-3.2%[46.1 µM]	.	0.0%	2.0%	0.1%	12.1%	4.5%	-18.7%	1.8	-2.9%	-1.8%
